Compound activity: PubChem, several laboratories
RT RNaseH block = blocks HIV-1 RNase H cleavage of RNA/DNA duplex; P04585; inhibition, % at 10 µM; RT-RNase H RNA/DNA duplex cleavage, fluorescence; hit rate 1.9% among 65,000; in the data active = inhibition above about 50%
RmlC RmlD mix = inhibitors of RmlC and RmlD coupled enzymes | hit rate 0.39% among 110,000 | RmlC/RmlD coupled enzyme inhibition, 384-well mixture HTS | inhibition, % at 5.5 µM; in the data active = inhibition above about 30%, passing the limit was not always enough; inconclusive = no clear call, values can overlap the other calls; note: strong numbers were not always called active
Active calls of the source: *; ? = inconclusive; . = no result given. The list is partial; the hit share may differ from the screen's.

SMILES	RT RNaseH block	RmlC RmlD mix
Nc1ccc(S(=O)(=O)N2CCCC2)cc1	0	-7
O=C(c1ccc2c(c1)[nH]c(=S)n1c3ccccc3nc21)N1CCN(c2ncccn2)CC1	46	14
CCN(C(=O)CSc1nncs1)c1c(N)n(Cc2ccccc2)c(=O)[nH]c1=O	10	-21
CCN(CCCNC(=O)C1CCC(=O)N1C1CCCC1)c1cccc(C)c1 (stereo unspecified)	-10	9
COc1ccccc1Nc1ncccc1C(=O)O	40	9
Cc1n[nH]c(=S)n1/N=C/c1ccc(OCc2ccc(Cl)cc2)cc1	.	19
O=C(Cn1c(=O)c2c(ncn2Cc2ccccc2)n(Cc2ccccc2)c1=O)N1CCc2ccccc21	.	-13
CCCCn1c(-c2nn(C)cc2Cl)n[nH]c1=S	.	-2
CCOc1ccc(CNC(=O)C2CCCN(S(C)(=O)=O)C2)cc1OC (stereo unspecified)	-13	2
COC(=O)C(O)(c1ccc(N(C)C(=O)OC(C)C)cc1)C(F)(F)F (stereo unspecified)	.	-22
Cc1[nH]c2ccccc2c1SCC(=O)N1CCN(c2ccccc2)CC1	.	4
O=C(O)C1CCCN1S(=O)(=O)c1ccc2c(c1)CCC2 (stereo unspecified)	6	2
Cc1cc(C)nc(NCCCc2ccccc2)n1	41	12
CCOc1ccc(NC(=O)C2CC(=O)N(c3cc(C)cc(C)c3)C2)cc1 (stereo unspecified)	3	-6
NC1CCN(c2cccc(Cl)n2)CC1	.	-11
O=C(CNc1ccc(Br)cc1)c1ccccc1	.	2
Cc1ccc(S(=O)(=O)CC#CCOC(=O)c2ccc([N+](=O)[O-])cc2)cc1	.	-15
Cc1cc(C)nc(/N=C(\N)Nc2cc([N+](=O)[O-])ccc2C)n1	.	-14
Cc1ccc(NN2C(=O)C=C(c3ccc(Cl)cc3)C2=O)cc1	.	-5
COCc1c(C(=O)OCC(=O)N2c3ccccc3NC(=O)C2(C)C)oc2ccccc12	-5	8
COc1cccc(NC(=O)CN(c2ccc(C)cc2)S(=O)(=O)c2c(C)nn(C)c2C)c1	-16	4
Cn1c(=O)c2c(nc(N3CCCCCC3)n2CCSc2nc3ccccc3o2)n(C)c1=O	36	11
CC1CCCCN1CC(=O)Nc1sccc1C#N (stereo unspecified)	.	-7
O=C1NC2(CCCCC2)N=C1c1ccc(Br)cc1	.	1
Cc1ccc(NC(=O)c2csc(-c3ccccc3)c2C)cc1	.	2

Given with two lines to a compound: entries from further up.
Values run as follows: RT RNaseH block | RmlC RmlD mix
O=C(Cn1c(=O)c2c(ncn2Cc2ccccc2)n(Cc2ccccc2)c1=O)N1CCc2ccccc21
 : . | -13
CCCCn1c(-c2nn(C)cc2Cl)n[nH]c1=S
 : . | -2
CCOc1ccc(CNC(=O)C2CCCN(S(C)(=O)=O)C2)cc1OC (stereo unspecified)
 : -13 | 2

Remaining list, next part:
SMILES	RT RNaseH block	RmlC RmlD mix
COc1ccc(C(=O)c2nc3c(n2O)CCCCC3)cc1	.	-15
COc1ccc(C(C(=O)NC2CCCCC2)N(C(=O)Cc2c[nH]c3ccccc23)c2ccc(NC(C)=O)cc2)cc1OC (stereo unspecified)	.	-13
Cc1cc(C(=O)COC(=O)c2n[nH]c3ccccc23)c(C)n1CC1CCCO1 (stereo unspecified)	.	6
O=C(CN1C(=O)CCS(=O)(=O)c2ccccc21)Nc1cccc(Cl)c1	5	-8
COc1ccc(S(=O)(=O)NC(C)C(=O)Nc2cccc(C(C)=O)c2)cc1 (stereo unspecified)	21	-15
c1ccc([C@H]2CC3C[C@@H](c4ccccc4)N2O3)cc1	.	-7
COC(=O)C1(CC2CC(c3ccccc3)=NO2)CCN(C(=O)OC(C)(C)C)CC1 (stereo unspecified)	.	5
COc1ccc(C(=O)C(CN2CCCC2)c2ccccc2)cc1 (stereo unspecified)	-15	3
CCOc1cc(C)nc(N2CCC(C(=O)Nc3ccccc3OCC)CC2)n1	5	15
COC(=O)c1ccnc(/C=N/O)c1	-11	12
CCc1nc(N2CCN(c3nc(C)cc(C)n3)CC2)c2oc3ccccc3c2n1	28	.
CC(C)N(C(=O)COC(=O)c1ccccc1C(=O)N1CCN(c2ccc(F)cc2)CC1)C(C)C	-11	4
Cc1ccc(-c2c3c(=O)n(C)c(=O)n(C)c3c3nnc4ccccc4n23)cc1	-19	.
COC(C[C@@H]1O[C@@H]1[C@H](O)[C@H](C)OCc1ccccc1)OC	.	0
COCCNC(=O)C(c1cccs1)N(C(=O)Cn1nnc2ccccc21)c1ccc(OC)cc1 (stereo unspecified)	.	44
C=CCN(CC=C)Cc1ccc(C(=O)OC)o1	.	-9
Cc1ccn2cc(C(=O)NC3CCN(Cc4ccccc4)CC3)nc2c1	1	-16
O=C1C=C(NCc2ccco2)CC(c2ccc(Cl)cc2)C1 (stereo unspecified)	-9	-7
Cc1cc(Nc2ncc(Cl)cc2Cl)n(-c2ccccn2)n1	-5	-1
Cc1cc(OC(=O)N2CCCCC2)cc(C)c1Cl	-21	7
Cc1ccc(-c2ccccc2NC(=O)C2C3C=CC(C3)C2C(=O)O)o1 (stereo unspecified)	-2	?
O=P(O)(O)C(O)C(F)(F)C(F)(F)C(F)(F)C(F)F (stereo unspecified)	-4	71
Cn1c(N)c(C(=O)CCl)c(=O)n(C)c1=O	.	-10
CCN(CC)CCN1C(=O)C(=O)/C(=C(/O)c2ccc(Cl)cc2)C1c1ccncc1 (stereo unspecified)	-6	.
CCOC(=O)N1CCN(C(=O)CN(Cc2ccc(Cl)cc2)S(=O)(=O)c2ccc(C)cc2)CC1	.	14

Quoted at random: 2 records from the list.
SMILES	RT RNaseH block	RmlC RmlD mix
Cc1cc(OC(=O)N2CCCCC2)cc(C)c1Cl	-21	7
CC(C)N(C(=O)COC(=O)c1ccccc1C(=O)N1CCN(c2ccc(F)cc2)CC1)C(C)C	-11	4

Later entries:
SMILES	RT RNaseH block	RmlC RmlD mix
COCCCn1c(SCc2nc3ccccc3c(=O)[nH]2)nc2ccccc2c1=O	.	12
CCN(CC(=O)NC(=O)NC1CCCCC1)Cc1nc2ccccc2c(=O)[nH]1	.	6
O=C(CNC(=O)c1cccs1)NCCN1CCN(Cc2ccccc2)CC1	4	0
COc1cccc(/C=N/n2c(-c3cccs3)n[nH]c2=S)c1	.	-6
C=CCn1cc(C(=O)NCc2ccco2)c(=O)c2cc(S(=O)(=O)N3CCCCCC3)ccc21	-23	11
O=C(/C=C/Nc1cccc([N+](=O)[O-])c1)c1cccs1	.	-11
COc1cc(NC(=O)c2cc(C(C)C)on2)cc(OC)c1OC	-5	-9
C=CCSc1nnc(Cc2cc(=O)[nH]c(=O)[nH]2)n1-c1cc(C)ccc1C	-8	-3
COC(=O)c1ccc(/C=N/NC(=O)c2cccc(F)c2)cc1	.	-15
N/C(=N\OC(=O)Cc1cccc2ccccc12)c1ccccn1	.	2
CCOC(=O)C(NC(=O)Nc1ncccn1)(Oc1ccccc1)C(F)(F)F (stereo unspecified)	-5	-13
O=C(COc1ccc(F)cc1)Nc1nccs1	-11	-8
CCOC(=O)c1nc(C)n(-c2ccc(Cl)cc2Cl)n1	.	-1
O=C(Nc1ccccc1N1CCOCC1)c1ccc2c(c1)C(=O)N(Cc1ccncc1)C2=O	-1	-11
COc1cc(NC(=O)CN2C3CCC2CC(O)(c2cccnc2)C3)cc(OC)c1 (stereo unspecified)	.	43
CCN(CC)C(=S)SCC(=O)Nc1cccc(C(F)(F)F)c1	.	-10
Cc1ccc(C)c(NC(=O)CCC(=O)N/N=C/c2ccc[nH]2)c1	.	-11
CCc1n[nH]c2c1/C(=N\O)CC(C)(C)C2	11	-4
CCOC(=O)/C(C#N)=C1/C=CN(c2ccccc2)C=N1	12	12
C[C@H](NC(=O)Nc1ccccc1F)C(=O)O	-6	6
Cc1cc(C)cc(NC(=O)C2CCCN(c3nccc(C)n3)C2)c1 (stereo unspecified)	-5	8
O=C(Nc1ccc(Cl)c(Cl)c1)N1CC=CCC1	2	-8
Cc1ccccc1N1CCN(C(=O)c2ccccc2NC(=O)/C=C\C(=O)O)CC1	.	6
CC(C)Sc1nc(N2CCCC2)c2c(c1C#N)CC(C)(C)OC2	-15	4
N#CC1=C(N)Oc2c(oc(CO)cc2=O)C12C(=O)Nc1ccc(Cl)cc12 (stereo unspecified)	-12	12

(list continues)
SMILES	RT RNaseH block	RmlC RmlD mix
COc1ccc(NC(=O)CSc2[nH]c(=O)cc(C)c2C#N)cc1OC	3	-5
CCOC(=O)C1=C(CSc2nc(-c3ccncc3)ccc2C#N)OC(N)=C(C#N)C1c1ccc(OC)cc1 (stereo unspecified)	.	-48
CCN(N=Nc1cccc([N+](=O)[O-])c1)c1cccc([N+](=O)[O-])c1	.	15
COc1ccc(C)cc1S(=O)(=O)N1CCN(S(=O)(=O)c2cc(C)ccc2OC)C(C)C1 (stereo unspecified)	-5	15
S=C1SCN(CCN2CCOCC2)CN1Cc1ccccc1	30	3
CCCc1cc(-n2cnc3ccccc32)n2c(nc3ccccc32)c1C#N	.	12
Cc1nc(SCC#N)c2c3c(sc2n1)CCC3	-13	-17
Cc1onc(-c2ccccc2Cl)c1C(=O)NCc1ccccn1	-10	-9
Cc1nc(-c2cccc(NS(=O)(=O)c3ccccc3)c2)cs1	.	4
CCCN(CC1CC1)C(=O)COc1ccccc1C(=O)NCc1ccccc1	.	?
CC(C)c1ccc(C2NC(C(=O)O)CS2)cc1 (stereo unspecified)	.	-10
Cc1cc(C(=O)CN2C(=O)NC(c3ccccc3)(c3ccccc3)C2=O)c(C)n1Cc1ccco1	33	10
O=C(Oc1cccnc1)c1ccco1	-13	5
CC(C)CCNC(=O)C(c1cccnc1)N(Cc1ccccc1)C(=O)Cn1nnc2ccccc21 (stereo unspecified)	.	8
N#CC1=C(N)OC2=C(C(=O)CCC2)C1CCc1ccccc1 (stereo unspecified)	-4	-7
CCCc1cc(=O)oc2cc(C)cc(OC(=O)c3ccco3)c12	-15	1
CCc1cc(C(N)=S)ccn1	.	-14
O=C(CSc1nc2ccccc2c(=O)n1CCC(=O)N1CCCCC1)NCc1ccccc1	-10	-13
O=c1[nH]c(CSc2nnc(NCCCN3CCOCC3)s2)nc2cc(Cl)ccc12	44	2
CC(C)(C)CC(=O)Nc1nnc(-c2cccs2)s1	-4	9
CCOC(=O)C1CCN(C(=O)c2n[nH]c(=O)c3ccccc23)CC1	6	8
Oc1ccc(Br)cc1CN1CCN(c2ccccc2)CC1	-5	6
COc1ccc(COCCN2CCN(S(=O)(=O)c3ccc(C)cc3)CCC2=O)cc1	.	-11
CCOc1cc2oc(=O)c3c(c2cc1Cl)CCC3	-14	-2
Cc1cc(NC(=O)C2CCN(S(=O)(=O)Cc3ccccc3)CC2)ccc1-n1cnnn1	1	3

New compounds follow:
SMILES	RT RNaseH block	RmlC RmlD mix
COc1cc(OC)c(NC(=O)c2c(-c3ccccc3)noc2C)cc1Cl	0	4
O=S(=O)(NCCc1csc(-c2cccnc2)n1)c1ccc2c(c1)OCCO2	-37	-20
CC1=CS(=O)(=O)CC1Sc1ncn[nH]1 (stereo unspecified)	.	-10
CN(C)c1nc(NCc2ccccc2)nc(SCC(=O)Nc2ccc(Cl)c(Cl)c2)n1	.	10
Cc1ccc(C)c(OCCCC(=O)Nc2ccc(N3CCOCC3)cc2)c1	-6	-7
COc1ccccc1-c1nc(-c2ccc(C)nc2OC)no1	-10	19
Cc1ccc(N(CC(=O)NCc2ccc3c(c2)OCO3)S(=O)(=O)c2c(C)noc2C)cc1	6	4
COc1cccc(NC(=O)c2nc3nc(C)cc(C(F)F)n3n2)c1	2	-4
CC1=CC(=O)C2=C(C)CC[C@@H]3[C@H](OC(=O)[C@H]3C)[C@@H]12	.	6
CC(C)C(c1nnnn1Cc1ccco1)N1CCN(c2cccc(Cl)c2)CC1 (stereo unspecified)	1	.
CN(C)c1nc2sc3c(c2c(=O)n1C)CC(C)(C)OC3	-18	-5
Cc1ccc(-n2c(C)cc(/C=N/NC(=O)CN(c3ccc(C)cc3C)S(C)(=O)=O)c2C)cc1	.	1
CCN(CC(=O)N1CCc2ccccc2C1)S(=O)(=O)c1ccc2ccccc2c1	.	7
CCCCn1c(CCNC(=O)c2cccs2)nc2ccccc21	-12	7
CCOc1ccccc1NC(=O)C1CC2CCCC(C1)C2=O (stereo unspecified)	-11	12
c1ccc(CCC2=NCCn3cccc32)cc1	-8	7
O=C(Cn1c(=O)c2c(ncn2Cc2ccccc2)n(Cc2ccccc2)c1=O)NC1CC1	-56	9
COCC(=O)Nc1cccc(C(F)(F)F)c1	-14	8
COc1cc(NS(=O)(=O)c2ccc(NC(=O)/C(=C\c3ccccc3OC)NC(=O)c3ccccc3)cc2)nc(OC)n1	.	-1
CCOC(=O)C1CCN(S(=O)(=O)c2cccc(-c3cn4cc(C)ccc4n3)c2)CC1	.	-4
CCCCN=C1N/C(=C\c2ccco2)C(=O)N1c1ccccc1	.	-7
COc1cccc(Cn2c(N)c(C#N)c3nc4ccccc4nc32)c1OC	3	-24
CCN1CCN(C(=O)C(NS(=O)(=O)c2ccc3nc(C)sc3c2)C(C)C)CC1 (stereo unspecified)	-6	-14
COc1ccc(CCNc2oc(COc3ccccc3)nc2C#N)cc1	-16	.
CCc1nnc(NC(=O)c2ccc(S(=O)(=O)N(CCOC)CCOC)cc2)o1	7	0

Whole records from above. Screens in order: RT RNaseH block	RmlC RmlD mix
Shown for `N#CC1=C(N)Oc2c(oc(CO)cc2=O)C12C(=O)Nc1ccc(Cl)cc12` (stereo unspecified) → -12	12
Shown for `N#CC1=C(N)OC2=C(C(=O)CCC2)C1CCc1ccccc1` (stereo unspecified) → -4	-7
Shown for `CN(C)c1nc(NCc2ccccc2)nc(SCC(=O)Nc2ccc(Cl)c(Cl)c2)n1` → .	10

Some of the entries so far, with each value named.
O=C(CSc1nc2ccccc2c(=O)n1CCC(=O)N1CCCCC1)NCc1ccccc1
  RT RNaseH block: -10
  RmlC RmlD mix: -13
O=c1[nH]c(CSc2nnc(NCCCN3CCOCC3)s2)nc2cc(Cl)ccc12
  RT RNaseH block: 44
  RmlC RmlD mix: 2
